Screens deposited in PubChem by National Center for Advancing Translational Sciences (NCATS).
HP1b chromo inh – inhibitors of HP1-beta chromodomain binding to methylated histone tails | P83916 | AlphaScreen HP1-beta / biotin-H3K9me3 peptide binding | Potency, µM (series often up to 114 µM), for inactives: top-dose activity change, negative = inhibition, actives largely listed as inhibitors | 0.56% of 390,000 active | AID 540317; also: nearly all actives have a fitted effect of over 70% in size; inactives centre near 23
Target sequence (P83916 whole entry, looked up): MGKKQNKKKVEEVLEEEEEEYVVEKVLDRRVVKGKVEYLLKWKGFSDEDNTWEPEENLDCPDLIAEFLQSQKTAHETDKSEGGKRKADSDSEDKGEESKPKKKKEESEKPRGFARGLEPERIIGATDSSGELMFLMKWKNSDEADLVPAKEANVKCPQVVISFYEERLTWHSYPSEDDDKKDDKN
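HP1-beta protein (50 nM final) preincubated 30 min at room temperature with biotinylated H3(1-18)K9me3 peptide (50 nM) in PBS pH 7.4, 0.01% Tween-20, then compound added for 30 min. AlphaScreen streptavidin donor/nickel chelate acceptor beads (10 ug/mL final), 30 min dark, luminescence read.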
POLI inh – blocks human DNA polymerase iota activity. Q9UNA4. Pol iota fluorescent replication assay, 10 min. Potency, µM (top dose mostly 115 µM), for the others: at the top dose activity, negative = inhibition, actives largely listed as inhibitors. 1% of 390,000 active. AID 588590
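Pol iota at 10 nM preincubated 15 min with compounds at room temperature; reaction started with fluorescent substrate, 50 nM final. Fluorescence read kinetically at 0 and 10 min; buffer-only wells as negative control.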
BAZ2B block – inhibitors of human BAZ2B bromodomain. Q9UIF8. AlphaScreen BAZ2B-H3K14Ac peptide displacement. Potency, µM (titrated, usually from 114 µM), for inactives: at the top dose activity change, negative = inhibition, hits mostly inhibitors. 4.4% of 360,000 active; also: % is scaled to controls: 0 for no effect and ±100 for the full control effect; nearly all actives have a fitted effect of over 60% in size
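Complex of BAZ2B and biotin-H3K14Ac (50 nM apiece) forms over 30 min at RT, then faces library compounds up to 110 uM for another 30 min; AlphaScreen beads added, 20 min dark incubation, luminescence read.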
Pin1 inh – blocks the human prolyl isomerase Pin1. Potency, µM (highest dose often 115 µM), inactives show at the highest dose activity, negative = inhibition, actives largely listed as inhibitors. Q13526. AID 504891. 0.009% of 390,000 active. Pin1 FP peptide displacement, HiFluor488, 10 min; active = well fitted inhibition curve with a large enough effect in the polarisation, with a control signal flat, not every such curve was filed as active; inconclusive = small, poorly fitted or top-dose-only effect, or effect the other way, or a change in a side signal; inactive = no such curve, though single readings can be large or run the other way; the % refers to the polarisation; also: % is scaled to controls: 0 for no effect and ±100 for the full control effect
Target sequence (Q13526 whole entry, looked up): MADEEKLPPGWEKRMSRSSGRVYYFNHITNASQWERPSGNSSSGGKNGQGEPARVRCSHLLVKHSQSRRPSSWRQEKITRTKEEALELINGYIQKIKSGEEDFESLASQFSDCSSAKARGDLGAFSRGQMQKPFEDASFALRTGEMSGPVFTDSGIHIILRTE
Tb PGK inh – blocks T. brucei phosphoglycerate kinase | P07378 | PGK/GAPDH coupled, Kinase-Glo luminescence, 60 min | Potency, µM (titrated, usually from 57.5 µM), for the others: at the top dose activity change, negative = inhibition, most hits filed as inhibitors | 0.043% of 380,000 active; also: % is scaled to controls: 0 for no effect and ±100 for the full control effect; nearly all actives have a fitted effect of over 60% in size
Target sequence (P07378 whole entry, looked up): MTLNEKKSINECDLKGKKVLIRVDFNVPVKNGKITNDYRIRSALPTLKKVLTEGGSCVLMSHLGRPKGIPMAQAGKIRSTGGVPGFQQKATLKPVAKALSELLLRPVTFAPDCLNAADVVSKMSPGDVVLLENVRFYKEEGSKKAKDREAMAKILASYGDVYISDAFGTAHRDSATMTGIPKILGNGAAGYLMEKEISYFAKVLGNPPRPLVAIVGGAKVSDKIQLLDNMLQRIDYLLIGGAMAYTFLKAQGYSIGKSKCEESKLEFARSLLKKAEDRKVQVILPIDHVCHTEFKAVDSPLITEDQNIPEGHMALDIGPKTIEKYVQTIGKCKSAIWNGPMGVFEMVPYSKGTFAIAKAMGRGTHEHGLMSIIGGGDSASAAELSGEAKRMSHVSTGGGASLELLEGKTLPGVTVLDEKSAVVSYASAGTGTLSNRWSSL
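Luminescent ATP detection (Kinase-Glo Plus) follows a 60-minute room-temperature incubation, with wells lacking PGK as controls. Buffer: 100 mM TEA (pH 7.6), 5 mM MgCl2, 0.01% Tween-20. Coupling enzyme GAPDH (100 nM final) supplies unstable 1,3-BPG in-well.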
GLS inh – blocks human kidney-isoform glutaminase activity. 0.21% of 410,000 active. Potency, µM (top dose mostly 45.5 µM), for the others: at the highest dose activity change, negative = inhibition, usual class: inhibitors. GLS enzymatic activity, qHTS titration. O94925. AID 624170; also: % is scaled to controls: 0 for no effect and ±100 for the full control effect
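Human kidney-isoform GLS in 45 mM KH2PO4 pH 8.2, 0.02% Tween-20, with compound, started with 1mM L-Glutamine (added stock). Glutamate oxidase/HRP/Amplex red coupled fluorescence read at start and after 30 min at RT.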
G9a block – inhibitors of human histone lysine methyltransferase G9a; 8.8% of 350,000 active; Q96KQ7; AID 504332; G9a H3K9 monomethylation, AlphaScreen, 2 h; Potency, µM (series often up to 102 µM), for inactives: top-dose activity, negative = inhibition, most hits filed as inhibitors; also: % is scaled to controls: 0 for no effect and ±100 for the full control effect; nearly all actives have a fitted effect of over 75% in size
Target sequence (Q96KQ7 913-1193 limits assumed): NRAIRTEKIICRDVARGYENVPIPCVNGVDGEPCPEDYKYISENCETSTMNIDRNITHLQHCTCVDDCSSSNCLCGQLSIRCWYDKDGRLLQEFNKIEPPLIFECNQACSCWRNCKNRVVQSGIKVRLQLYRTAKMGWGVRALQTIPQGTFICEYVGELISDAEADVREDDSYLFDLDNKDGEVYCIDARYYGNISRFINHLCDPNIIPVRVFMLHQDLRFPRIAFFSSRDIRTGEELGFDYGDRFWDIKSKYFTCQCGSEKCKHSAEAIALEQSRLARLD
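Enzyme 20 nM + cpd, 15 min RT; add b-H3K9 pep 500 nM / SAM 20 uM; 2 h RT; anti-H3K9me1 Ab 0.5 ug/mL + SA donor / anti-rabbit acceptor beads 20 ug/mL each, 10 min; AlphaScreen read.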
BLM inh – inhibitors of human Bloom syndrome helicase BLM | recombinant BLM DNA unwinding, fluorescence dequenching | Potency, µM (highest dose often 56.1 µM), inactives show at the top dose activity change, negative = inhibition, usual class: inhibitors | 0.2% of 350,000 active | AID 2528;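 also: plate controls were vehicle for no effect and no enzyme for full effect; nearly all actives have a fitted effect of over 35% in size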
JMJD2A Tudor inh – blocks the human JMJD2A Tudor domain; O75164; Potency, µM (top dose mostly 114 µM), for the others: at the highest dose activity change, negative = inhibition, hits mostly inhibitors; AlphaScreen JMJD2A-Tudor / H3K4me3 peptide binding; 4.4% of 390,000 active; also: % is scaled to controls: 0 for no effect and ±100 for the full control effect; nearly all actives have a fitted effect of over 50% in size
The depositor's hits bear a star; i = inactive; ? = inconclusive; nt = no result given; & = joins results of further samples; [ ] = another dose, or the depositor's remark. Unless noted, calls follow the shape of the dose curve; as a rule, active = well fitted curve in the direction sought with a large enough effect; inconclusive = small, poorly fitted or top-dose-only effect, or another doubt; inactive = no such curve, though single readings can be large; an effect the other way counts as inactive or inconclusive. Potency is read from the fitted curve at half-maximal effect. A portion of the library. The share of hits here may be higher or lower than overall.

1	Cc1nc(NC(=O)CN2CCN(c3cccc(Cl)c3)CC2)sc1C(=O)N(C)C
2	COc1ccc(NC(=O)c2cc([N+](=O)[O-])ccc2NC(=O)CNCc2ccccn2)c(OC)c1
3	CCCCNS(=O)(=O)c1ccc(N2CCCCS2(=O)=O)cc1
4	CNC(=O)c1ccc2nc(NC(C)=O)sc2c1
5	CNC(=S)NNC(=O)c1ccc(N(C)C)cc1
6	CCOC(=O)c1ccccc1NC(=O)CCc1c(C)nc2ncnn2c1C
7	COc1ccc(-c2cc(C)no2)cc1S(=O)(=O)N1CCCN(Cc2ccccc2Cl)C1
8	CC(C)CNc1oc(-c2ccccc2Cl)nc1C#N
Assay by compound	1	2	3	4	5	6	7	8
HP1b chromo inh	24%	-1%	-3%	6%	47%[activator]	51%[activator]	16%	?
POLI inh	26%	82%[activator]	26%	-2%	-18%	46%[activator]	21%	4%
BAZ2B block	-13%	?	-3%	-1%	4%	-18%	-35%	?
Pin1 inh	2%	-3%	-2%	-2%	4%	3%	10%	-1%
Tb PGK inh	3%	i	i	-1%	0%	i	i	-4%
GLS inh	7%	23%	-12%	1%	?	3%	-21%	11%
G9a block	nt	28µM*	-3%[59 µM]	-15%[59 µM]	-39%	-1%[59 µM]	-14%	40µM*
BLM inh	-2%	-4%	1%	1%	-2%	0%	-6%	-7%
JMJD2A Tudor inh	-18%	79µM*	-12%	-22%	-17%	-9%	-23%	-22%

Records 5–8 of the list above:
5	CNC(=S)NNC(=O)c1ccc(N(C)C)cc1
6	CCOC(=O)c1ccccc1NC(=O)CCc1c(C)nc2ncnn2c1C
7	COc1ccc(-c2cc(C)no2)cc1S(=O)(=O)N1CCCN(Cc2ccccc2Cl)C1
8	CC(C)CNc1oc(-c2ccccc2Cl)nc1C#N
Assay by compound	5	6	7	8
HP1b chromo inh	47%[activator]	51%[activator]	16%	?
POLI inh	-18%	46%[activator]	21%	4%
BAZ2B block	4%	-18%	-35%	?
Pin1 inh	4%	3%	10%	-1%
Tb PGK inh	0%	i	i	-4%
GLS inh	?	3%	-21%	11%
G9a block	-39%	-1%[59 µM]	-14%	40µM*
BLM inh	-2%	0%	-6%	-7%
JMJD2A Tudor inh	-17%	-9%	-23%	-22%

The list goes on.
9	Cc1ccccc1OCCNC(=O)c1ccco1
10	CCOc1ccc(N2CC(C(=O)Nc3cc(OCC)c(N4CCOCC4)cc3OCC)CC2=O)cc1 (stereo unspecified)
11	COc1ccccc1C(=O)N1CCN(CCNC(=O)C(=O)Nc2ccc(Br)c(C)c2)CC1
12	O=C(COc1ccccc1)Nc1c(Cl)ccc2nsnc12
13	COc1ccc(NC(=O)Cn2c(=O)n(Cc3ccc4c(c3)OCO4)c(=O)c3ccc(C(=O)NC4CCCCC4)cc32)cc1
14	C=CCNc1oc(-c2ccco2)nc1S(=O)(=O)c1ccccc1
15	COc1cccc(-c2nc3c(c(=O)[nH]c(=O)n3Cc3ccccc3)n2CCO)c1OC(F)F
16	C=CCn1c(C)cc(C(=O)CSc2nnc(C3CC3)n2C2CC2)c1C
Assay by compound	9	10	11	12	13	14	15	16
HP1b chromo inh	1%	-7%	26%	-18%&26%	18%	12%	1%	-7%
POLI inh	52%[activator]	22%	57%[activator]	36%[activator]	4%	1%	35%[activator]	0%
BAZ2B block	-1%	0%	?	-12%&-15%	nt	-37%	9%	-5%
Pin1 inh	-1%	6%	-10%	1%&3%	2%	-4%	0%	-16%
Tb PGK inh	-3%	-1%	3%	0%&-5%	0%	i	1%	7%
GLS inh	0%	67%[activator]	-3%	-1%&-9%	3%	1%	13%	8%
G9a block	-3%[12.7 µM]	?	0%[0.0925 µM]	18%	4%[59 µM]	25µM*	25%	-9%[59 µM]
BLM inh	-3%	nt	-2%	-2%&-2%	-4%	-8%	2%	nt
JMJD2A Tudor inh	-14%	-28%	-3%	-18%&-4%	-10%	-16%	4%	-29%

17	Cc1cc(N)n(-c2ccccc2)n1
18	CCOC(=O)COc1nc(Nc2ccccc2C)nc(N(C)C)n1
19	COCCN(C(=O)CSc1nnc(-c2ccc(C)cc2)n1N)c1c(N)n(Cc2ccccc2)c(=O)[nH]c1=O
20	CCCc1cc(=O)[nH]c(SCC(=O)Nc2ccc(Br)cc2Br)n1
21	CC(C)(C)n1nc2c(c1NC(=O)Cc1cccc3ccccc13)CS(=O)(=O)C2
22	Cc1cc(-c2c(C)[nH]n(-c3ccc(Cl)cc3)c2=O)n(-c2ccccc2)n1
23	O/N=C/c1ccc(-c2ccccc2OC(F)(F)F)o1
24	Cc1ccc(C(=O)OCC(=O)NC(=O)Cc2ccccc2)c(O)c1
Assay by compound	17	18	19	20	21	22	23	24
HP1b chromo inh	49%[activator]	23%	19%	29%	33%	3%	2%	39%
POLI inh	4%	-1%	-1%	79%[activator]	168%[activator]	9%	-8%[58.9 µM]	-2%
BAZ2B block	2%	3%	-10%	nt	-15%	-31%	-39%	10%
Pin1 inh	0%	4%	-8%	-2%	4%	?	6%	-8%
Tb PGK inh	-6%	7%	2%	1%	-1%	-2%	3%	-4%
GLS inh	19%	-7%	9%	12%	-8%	-16%	-15%	3%
G9a block	23%	14%	nt	-7%	1%	-17%[59 µM]	?	-29%
BLM inh	-1%	-3%	1%	1%	-6%	-1%	-8%	-2%
JMJD2A Tudor inh	-2%	13%	-14%	-3%	-10%	-27%	-17%	-19%

25	CCOc1ccc(CC(=O)Nc2c(C(N)=O)oc3ccc(Br)cc23)cc1OCC
26	COc1ccc(C(=O)Nc2ccc(F)cc2F)cc1OC
27	CCN(Cc1ccccc1)C(c1ccccn1)c1nnnn1C(C)(C)CC (stereo unspecified)
28	CCOc1ccc(CC(=O)Nc2nccs2)cc1
29	COC(=O)c1cc(-n2cccc2)ccc1N1CCOCC1
30	CC1=C(C(=O)OC(C)C)C(/C=C/c2ccccc2)NC(=O)N1 (stereo unspecified)
31	Cc1ccccc1-n1ncc2c1CC(C)(C)CC2NC(=O)c1cn[nH]c1C (stereo unspecified)
32	COc1ccc(-c2nn(CCC#N)cc2C(=O)Nc2cccc(C(=O)O)c2)cc1[N+](=O)[O-]
Assay by compound	25	26	27	28	29	30	31	32
HP1b chromo inh	20%	58%[activator]	35%	25%	-13%	16%	14%	27%
POLI inh	-17%	2%	9%	57%[activator]	-20%[58.9 µM]	6%	-6%	16%
BAZ2B block	7%	6%	5%	-3%	-27%	10%	-9%	0%
Pin1 inh	-2%	0%	-5%	-6%	-1%	0%	0%	1%
Tb PGK inh	-2%	7%	6%[11.5 µM]	-1%	-8%	6%	-9%	2%
GLS inh	-1%	3%	2%	-4%	1%	3%	1%	-2%
G9a block	19%	-9%[59 µM]	?	2%	0%	-7%	-4%	-13%
BLM inh	-10%	-4%	-2%	-5%	-5%	-2%	1%	-3%
JMJD2A Tudor inh	-12%	-5%[57.1 µM]	-10%	4%	-27%	-1%	?	-4%

33	CCc1ccccc1NC(=O)Nc1nnc(N(CC)c2ccccc2)s1
34	O=C1CCC(C(=O)OC(C(=O)Nc2ccc([N+](=O)[O-])cc2Br)c2ccccc2)=NN1 (stereo unspecified)
35	O=C(C1CCN(S(=O)(=O)c2ccccc2F)CC1)N1CCN(Cc2ccc3c(c2)OCO3)CC1
36	CC(=O)N1CC=CC1(CC(C)C)C(=O)NCCN1CCOCC1 (stereo unspecified)
37	O=C(Nc1ccccc1Cl)Nc1cccnc1Cl
38	Cc1ccc2c(c1)C(C)CC(C)(C)N2C(=O)NC1CCCCC1 (stereo unspecified)
39	CCC(=O)Nc1ccc(SC#N)cc1C
40	CCOc1ccc(C2C3=C(CCCC3=O)N(CC(=O)O)C3=C2C(=O)CCC3)cc1
Assay by compound	33	34	35	36	37	38	39	40
HP1b chromo inh	2%	-5%	25%	56%[activator]	20%	10%	38%	11%
POLI inh	35%[activator]	-20%	-6%	?	22%	6%	19%	?
BAZ2B block	-2%	-36%	7%	-11%	-20%	3%	3%	5%
Pin1 inh	2%	?	2%	-2%	0%	0%	-11%	-2%
Tb PGK inh	-5%	3%	9%	-1%	i	3%	-6%	-1%
GLS inh	-6%	4%	1%	-9%	0%	3%	-14%	-2%
G9a block	-31%[59 µM]	1%[2.33 µM]	3%[12.7 µM]	-7%	21%[59 µM]	-44%	?	4%[0.501 µM]
BLM inh	-3%	nt	nt	-5%	-3%	-1%	0%	2%
JMJD2A Tudor inh	-17%	-34%	-20%	1%	-14%	-32%	-5%	-27%

41	O=C1c2ccccc2C(=O)N1CCc1ccccc1
42	O=C(N/N=C\c1ccc(O)c([N+](=O)[O-])c1)C1COc2ccccc2O1 (stereo unspecified)
43	COc1cccc(-n2c([S-])c(C(=O)Nc3ccc(S(=O)(=O)N4CCOCC4)cc3)[n+]3cc(C(N)=O)ccc23)c1
44	O=C(NC1CC1)c1cccc(NC(=O)c2cn3ccccc3n2)c1
45	CN(C)CCN(C(=O)c1ccc2c(c1)OCCO2)c1nc2ccc(Cl)cc2s1
46	COc1ccc(S(=O)(=O)N2CCC(C(=O)N3CCc4ccccc4C3)CC2)cc1Cl
47	Cc1ccc(CNC(=O)COC(=O)CCCOc2ccc(Cl)cc2Cl)cc1
48	Nc1cc(N)nc(SCCN2CCCCC2)n1
Assay by compound	41	42	43	44	45	46	47	48
HP1b chromo inh	?	15%[57 µM]	25%	-5%	-15%	23%	43%[activator]	21%
POLI inh	133%[activator]	-4%	119%[activator]	8%	27%	?	-8%	5%
BAZ2B block	nt	-19%	-17%	4%	nt	-3%	8%	0%
Pin1 inh	-2%	-4%	?	5%	0%	20%	1%	1%
Tb PGK inh	-1%	3%	4%	i	i	8%[11.5 µM]	-6%	-3%
GLS inh	-15%	-1%	3%	2%	2%	0%	-11%	15%
G9a block	nt	nt	-26%	10%[2.33 µM]	?	1%[59 µM]	15%[12.7 µM]	-8%
BLM inh	nt	-20%	-9%	nt	0%	-6%	2%	-6%
JMJD2A Tudor inh	56µM*	-6%	-5%	40µM*	?	-19%	10%	-13%
